# Bioassay records as filed in PubChem.
# Pf growth 96h – Primary qHTS for delayed death inhibitors of the malarial parasite plastid, 96 hour incubation; P. falciparum luciferase reporter growth, 96 h; Potency, µM (titrated, usually from 28.7 µM), inactives show at the top dose activity change, negative = inhibition, most hits filed as inhibitors; actives 6.9% (n = 320,000); AID 504834, 2011; further: potency means the concentration at half of the fitted maximal effect; on the % scale 0 is the no-effect control and ±100 the full control effect
#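 Erythrocytes infected with luciferase-expressing P. falciparum were dispensed at 2% hematocrit and 0.05% parasitemia (final), then incubated with compounds 96 hours at 37 C in 5% CO2. Luminescence after detection reagent addition reported growth.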
# Shiga toxin inh – A qHTS for Small Molecule Inhibitors of Shiga Toxin. inhibition, % at 38.7 µM. Vero cells, Shiga toxin protein synthesis inhibition reporter. AID 2315, 2010. actives 9.2% (n = 290,000); in the data active means inhibition mostly above about 28%, no sharp cut-off; inactive means mostly below about 43%; further: 0% is about no effect
# HCV inh – qHTS Assay for Inhibitors of Hepatitis C Virus (HCV). Huh7.5.1 HCVcc-Cre infection, luciferase reporter, 44 h. Potency, µM (top dose mostly 41.8 µM), for inactives: top-dose activity change, negative = inhibition, hits mostly inhibitors. actives 3.4% (n = 340,000). AID 651820, 2012; further: potency means the concentration at half of the fitted maximal effect; on the % scale 0 is the no-effect control and ±100 the full control effect
#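 A cell-based infection assay in which seeded cells (1,000 per well) receive test compound after 4 h, are inoculated with HCVcc-Cre at approximately 0.5 moi, and are incubated 44 h before luminescence detection.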
# CHX counter – Cycloheximide Counterscreen for Small Molecule Inhibitors of Shiga Toxin; max response, %; actives 12% (n = 300,000); AID 2314, 2010; cell reporter, cycloheximide protein synthesis inhibition counterscreen; in the data active means max response mostly above about 13%, no sharp cut-off; inactive means mostly below about 14%; further: read at 38.3 µM for the half of the compounds with a filed dose; 0% is about no effect
# FBPA Giardia inh – qHTS Assay for Inhibitors of Fructose-1,6-bisphosphate Aldolase from Giardia Lamblia; purified Giardia FBPA; Potency, µM (titrated, usually from 59.6 µM), for inactives: at the top dose activity, negative = inhibition, most hits filed as inhibitors; actives 0.71% (n = 290,000); A8B2U2; further: potency means the concentration at half of the fitted maximal effect; on the % scale 0 is the no-effect control and ±100 the full control effect; nearly all actives have a fitted effect of over 55% in size
# Target sequence (A8B2U2 whole entry, looked up): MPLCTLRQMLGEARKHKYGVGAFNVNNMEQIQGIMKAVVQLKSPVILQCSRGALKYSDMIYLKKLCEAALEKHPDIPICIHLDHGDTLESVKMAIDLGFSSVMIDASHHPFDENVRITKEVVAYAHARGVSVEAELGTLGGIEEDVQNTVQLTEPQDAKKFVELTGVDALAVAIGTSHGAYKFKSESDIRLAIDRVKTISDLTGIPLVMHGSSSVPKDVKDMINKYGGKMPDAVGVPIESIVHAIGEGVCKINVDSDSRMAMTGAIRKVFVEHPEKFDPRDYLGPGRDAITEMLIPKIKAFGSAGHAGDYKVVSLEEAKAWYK
#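 40 nM FBPA preincubated 10 min at RT with compound (up to 57.5 uM final), then substrate plus GAPDH/TPI/NAD/arsenate coupling and diaphorase/resazurin added. Fluorescence read after 20 min at RT, 525/598 nm.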
# Pf growth 48h – Primary qHTS for delayed death inhibitors of the malarial parasite plastid, 48 hour incubation; P. falciparum luciferase growth in erythrocytes, 48 h; Potency, µM (series often up to 28.7 µM), for inactives: at the top dose activity change, negative = inhibition, most hits filed as inhibitors; actives 5.9% (n = 310,000); AID 504832, 2011; further: potency means the concentration at half of the fitted maximal effect; on the % scale 0 is the no-effect control and ±100 the full control effect
#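 Read-out is firefly luciferase luminescence from an integrated reporter in P. falciparum, so falling signal marks reduced parasite growth. Infected erythrocytes were at 2% hematocrit and 0.1% parasitemia (final) in Albumax-supplemented RPMI 1640.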
# Starred values were filed as active, the others as inactive; ? = inconclusive; / = no result given; [ ] = another dose, or the depositor's remark. Unless noted, the call rests on the fitted dose curve; in most records, active means well fitted curve in the direction sought with a large enough effect; inconclusive means small, poorly fitted or top-dose-only effect, or another doubt; inactive means no such curve, though single readings can be large; an effect the other way counts as inactive or inconclusive.
SMILES,Pf growth 96h,Shiga toxin inh,HCV inh,CHX counter,FBPA Giardia inh,Pf growth 48h
CN(Cc1ccccc1)c1oc(COc2ccccc2F)nc1C#N,-1%,89*,-22%,25,-2%,/
O=C(CN(CC1CCCO1)C(=O)CCC(=O)Nc1ccccn1)NCc1ccccc1 (stereo unspecified),-10%,11,0%,1,6%,?
Cc1ccc(C(=O)Nc2ccon2)cc1S(=O)(=O)N1CCOCC1,/,-16,5%,-2,-1%,0%
COc1ccc2sc(N(CCCN(C)C)C(=O)c3ccc(S(=O)(=O)N4CCCc5ccccc54)cc3)nc2c1,8.3µM*,/,?,/,/,7.4µM*
COc1cc2nc(CN(CCC(C)C)Cc3nc4cc(OC)c(OC)cc4c(=O)[nH]3)[nH]c(=O)c2cc1OC,?,-10,8%,-2,0%,?
CSc1nccc(NC(=O)c2cccc(Br)c2)n1,40%[activator],35,10µM*,23*,20%,-16%
CC(C)C(c1nnnn1C1CCCC1)N1CCCc2ccccc21 (stereo unspecified),-15%,3,-16%,0,-9%,13µM*
O=C(O)c1ccc(S(=O)(=O)N(Cc2ccc(F)cc2)C2CCCCC2)cc1,12µM*,-5,6%,-2,7%,-12%
COc1cc(OC)c(OC)cc1/C=N/NC(=S)NCC1CCCO1 (stereo unspecified),?,-13,-13%,-2,-21%,/
COc1cccc(OC)c1C(=O)N1CCOCC1,15µM*,11,-8%,-2,0%,-8%
NS(=O)(=O)c1ccc(NC(=O)COC(=O)c2cc3ccccc3cc2O)cc1,4%,-7,0%,-3,-6%,?
CCOc1cc(C(=S)N2CCOCC2)ccc1OS(=O)(=O)c1ccc(Br)cc1,14%,1,10µM*,-2,-2%,-22%
CCCc1cc(=O)n2[nH]c(-c3ccccc3)cc2n1,?,70*,-30%,30,-22%,195%[activator]
O=C(Nc1ccc(N2CCN(C(=O)c3ccco3)CC2)cc1)c1ccc([N+](=O)[O-])cc1Cl,?,19,?,0,/,12µM*
COc1ccc(N(CC(=O)NN=C2CCCCCCC2)S(=O)(=O)c2ccccc2)cc1,-20%,-1,9%,4,/,-18%
O=C(Nc1ccc(COc2ccccc2)cc1)Oc1ccccc1N1CCOCC1,67%[activator],22,11%,17*,-2%,41%[activator]
COc1ccc(C(N)c2nccc3cc(OC)c(OC)cc23)cc1OC (stereo unspecified),-18%,-14,-1%,-1,-8%,?
O=C(NCc1ccccc1)/C(=C\c1ccc(O)cc1)NC(=O)c1ccco1,-25%,6,23%,7,/,16%
Cc1cccc(OCC(O)Cn2c(N3CCCCC3)nc3c2c(=O)n(C)c(=O)n3C)c1 (stereo unspecified),?,-7,-10%,1,10%,?
O=[N+]([O-])c1ccccc1S(=O)(=O)N1CCN(c2ccc(F)cc2)CC1,?,-7,1%,-1,-2%,5%
COC(C[C@H](O)[C@@H](C)[C@H](O)COCc1ccccc1)OC,0%,-4,8%,-3,4%,39%[activator]
Cc1ccc(C(=O)N2CCN(C)CC2)cc1S(=O)(=O)N1CCCCCC1,2.3µM*,-21,1%,6,/,-28%
COc1ccccc1N(Cc1ccccc1)S(=O)(=O)c1cccc(C(=O)Nc2ccccn2)c1,9.3µM*,50*,?,25*,/,10µM*
CCOCCCNC(=O)C1CCC(CNS(=O)(=O)c2ccc(OC)cc2)CC1 (stereo unspecified),?,-2,13%,-1,5%,-6%
CC(C)Sc1nc2c(c(=O)[nH]c(=O)n2C)n1CCc1ccccc1,?,3,8%,-4,4%,/
# Going on with the list:
SMILES,Pf growth 96h,Shiga toxin inh,HCV inh,CHX counter,FBPA Giardia inh,Pf growth 48h
COc1ccccc1-c1ocnc1C(=O)Nc1ccc(N2CCOCC2)cc1N1CCOCC1,2%,-6,0%,8,-8%,?
COc1ccccc1C(=O)Oc1cc(C)[nH]c(=O)c1[N+](=O)[O-],23%,-3,-14%,-5,-7%,13%
CCOC(=O)C1(CC2CCCCO2)CCN(Cc2nc(-c3cccs3)oc2C)CC1 (stereo unspecified),?,-3,-23%,-1,5%,?
Cc1ccc(Oc2c(C=O)c3ccccc3n2C)cc1,?,-17,?,-4,1%,-14%
CCn1nc(NC(=O)c2cccnc2)c2cc3ccccc3nc21,-15%,-16,-28%,-2,-8%,/
Cc1ccc(C)c2nc(SCC(=O)NCc3cccs3)c(C#N)cc12,30%[activator],-11,?,-3,-18%,-5%
O=C1CCCC2=C1C(c1ccncc1)c1c(nc(SCc3ccccc3Cl)[nH]c1=O)N2 (stereo unspecified),/,-2,-5%,6,18%,2%
O=C(Nc1nnc(C2=COCCO2)o1)c1ccc(Br)cc1,-17%,-24,/,-3,/,5%
C/C(=N\NC(=O)c1ccccc1)c1ccc(C)c([N+](=O)[O-])c1,?,6,-10%,-2,1%,16%
Cn1cc(C(=O)N/N=C/C(Br)=C\c2ccccc2)ccc1=O,?,-4,?,-1,5%,?
Cn1c(-c2cc(Cl)ccc2O)nc2c1c(=O)[nH]c(=O)n2Cc1ccccc1,10µM*,2,?,9,1%,?
COc1ccc(N2CCN(CC(=O)Nc3cc(C)cc(C)c3)CC2)cc1,91%[activator],/,-25%,1,-3%,-2%
COc1ccc(NC2CCCN(C(=O)CCN3CCCO3)C2)cc1 (stereo unspecified),-19%,4,10%,-6,-10%,17%
Cc1sc2nc(CN3CCCCC3)nc(N3CCN(C(=O)c4ccco4)CC3)c2c1C,?,20,?,-5,3%,7.4µM*
Cc1ccc(NC(=O)C2CCN(S(=O)(=O)c3ccc4[nH]c(=O)ccc4c3)CC2)c(C)c1,?,-3,4%,-2,17%,13%
CCOc1ccc(-c2nnc(-c3ccc(OC)cc3)o2)cc1,-11%,9,1%,-1,5%,19%
O=C(O)c1cccnc1Sc1ccc(Cl)cc1,?,21,?,1,12%,-21%
Cc1ccc(S(=O)(=O)N2c3ccccc3OCC2c2ccccc2)cc1 (stereo unspecified),?,2,35µM*,10,?,2.6µM*
Cc1cc([N+](=O)[O-])ccc1NC(=O)C(C)N1CCN(c2ccccn2)CC1 (stereo unspecified),?,-13,?,2,0%,-29%
O=C(COc1ccccc1Cc1ccccc1)Nc1cccc(S(=O)(=O)N2CCOCC2)c1,4.1µM*,/,?,/,/,13µM*
CN(C)S(=O)(=O)N1CCN(S(=O)(=O)N(C)C)CC1,29%,4,-1%,-2,5%,/
Cc1noc(C)c1CSc1ccc2ccccc2n1,/,16,-12%,0,2%,-10%
O=C(CSc1ccc2ccccc2n1)c1ccc2c(c1)OCO2,115%[activator],104*,-21%,53*,1%,/
O=C(CCC1CCCN(c2ncccn2)C1)NCc1ccc(F)c(F)c1 (stereo unspecified),-8%,16,-9%,1,3%,-5%
COc1ccc(NS(=O)(=O)c2cccc(C(=O)Nc3ccccc3C(=O)O)c2)cc1,-26%,-11,6%,-3,-10%,2%
# Carrying on:
SMILES,Pf growth 96h,Shiga toxin inh,HCV inh,CHX counter,FBPA Giardia inh,Pf growth 48h
O=C(Cn1c(-c2ccccn2)nc2ccccc21)N/N=C/c1ccccn1,?,30,18%,5,-12%,-4%
Cc1cccc(C(=O)N(Cc2nc3ccccc3c(=O)[nH]2)C2CCCCC2)c1,?,16,0%,1,-15%,-24%
Cc1nn(CC(=O)Nc2ccc(F)cc2)c(=O)c2ccccc12,20%,-1,19%,7,-4%,6%
COC(=O)c1cccc(NC(=O)Cc2nc(-c3ccccc3)sc2-c2ccc(C)cc2)c1,-80%,-2,-9%,-5,3%,?
Cc1nc2scc(C)n2c(=O)c1S(=O)(=O)NC(C)c1ccccc1 (stereo unspecified),?,-5,18%,-2,11%,7%
CC(C)COC(=O)NCC12C=CC(O1)C1C(=O)N(c3ccc(Cl)cc3)C(=O)C12 (stereo unspecified),34%[activator],12,10%,1,2%,-2%
Nc1ccc(N2CCN(Cc3ccccc3Cl)CC2)c(Cl)c1,?,-1,?,-1,3%,-3%
O=c1cc(CSc2n[nH]c(-c3ccncc3)n2)nc2sccn12,15%,-16,20%,1,-8%,-14%
COc1cc(O)c(/C=N/NC(=O)c2ccncc2)c(OC)c1[N+](=O)[O-],?,19,6%,5,21%,3%
COC(=O)C1=CO[C@@H](O)C2C(CO)=CCC12 (stereo partly specified),14%,/,-8%,/,/,-13%
CC(C)CC(=O)N1CCN(C(=O)CCC2CCCC2)CC1,?,13,20%,-3,5%,1%
C/C(=N\NC(=O)CCn1nc(C)cc1C)C(C)(C)C,?,-4,25%,-9,0%,13%
C/C=C\C=C/C(=O)Nc1cccc(C2=NOC3(C2)C[C@@H](C(N)=O)N(C(=O)C2(C)CC2)C3)c1 (stereo partly specified),50%[activator],-9,15%,1,-12%,56%[activator]
CC1(C)c2ccccc2N2CCC(=O)NC21/C=C/c1ccco1 (stereo unspecified),10µM*,1,-9%,1,-11%,?
Cc1ccc(S(=O)(=O)N(CC(=O)NCCC2=CCCCC2)Cc2ccccc2F)cc1,12µM*,-5,?,14,-1%,?
Cc1cc(C)c(NC(=O)C2CC(=O)N(Cc3ccccc3)C2)c(C)c1 (stereo unspecified),11%,-12,7%,2,4%,-17%
CN(C)c1ccc(/C=N/N=C2/SC(CC(=O)O)C(=O)N2c2ccc(O)cc2)cc1 (stereo unspecified),?,2,-5%,7,10%,13%
NC(=O)c1ccsc1NC(=O)COC(=O)c1ccccc1F,17%,/,4%,/,/,?

# Rows were taken by chance. About 24% of those tested had a hit in this group.
